From PubChem BioAssay
Platelet DG rel – inhibitors of platelet dense granule secretion, primary screen, cell-based, MLPCN, human platelets | hit rate 0.22% among 300,000 | human platelet-rich plasma, SFLLRN dense granule ATP release, luminescence | AID 1663, 2009 | inhibition, %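 (compounds screened at 7.5 µM in platelet-rich plasma)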;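 active = mean replicate score, as percent of positive control, at or above 50; inconclusive = mean below 50 but at least one replicate at or above 50; inactive = mean and every replicate below 50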
IEC-6 cytotox – cytotoxicity in IEC-6 intestinal epithelial cells, primary screen, cytotoxicity control for KLF5 inhibitor project, cell-based, luminescence. AID 1825, 2009. inhibition, % at 5 µM. IEC-6 cytotoxicity, luminescence viability. hit rate 0.78% among 290,000; in the data active = inhibition above about 22%;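 also: 0% = plate median of test compound wells and 100% = cytotoxic reference compound wells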
KLF5 inhibitor – KLF5 expression inhibitors, primary screen, DLD-1 cells, luminescence | DLD-1 KLF5 promoter-luciferase reporter | inhibition, % at 5 µM | hit rate 0.23% among 290,000;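 active = inhibition above a per-plate limit of that plate's mean compound inhibition plus 3 SD, cut at about 60% in these data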;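 also: 0% = DMSO wells and 100% = LY294002 at 200 µM; higher means less KLF5 promoter-driven luciferase light; inactives centre near -14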
HSP90 refold inh – HSP90 inhibitors, primary screen, cell lysate, luminescence. Rabbit reticulocyte lysate, luciferase refolding luminescence, 3 h. AID 1789, 2009. hit rate 0.91% among 290,000. Heat shock protein HSP 90 (rabbit reticulocyte lysate; luciferase refolding). inhibition, % at 5.6 µM;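 active = inhibition above the screen-wide mean plus 3 SD, computed separately per campaign, cut at about 16% in these data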;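 also: 0% = DMSO wells and 100% = 60 µM geldanamycin wells; inhibitors lower the luminescence because luciferase stays unfolded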
HIF act – HIF pathway transcriptional activators, primary screen, cell-based, U2OS HRE-luciferase, luminescence; U2OS HRE-luciferase reporter; normalized: DMSO 0%, desferrioxamine 100%; activation, % at 7.5 µM (by protocol); hit rate 0.32% among 300,000; AID 1910, 2009;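 active = mean activation of at least 10% of the iron chelator positive control signal, with at least half of replicates also reaching 10%; inconclusive = mean and replicate majority disagree about reaching 10%; inactive = mean and most replicates under 10%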
HSF1 activator – HSF-1 activators, primary screen, NIH3T3-HGL cells, MG132 stress, luminescence, single point; NIH3T3-HGL HSF-1 luciferase reporter, 8 h; 100% = twice DMSO control signal; activation, % at 9 µM; hit rate 1.7% among 300,000;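 active = mean replicate activation of at least 50% with a set share of replicates each reaching 50%; inconclusive = only one of those two conditions met; inactive = mean below 50% and too few replicates reaching it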;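 also: 0% = median of the neutral control wells and 100% = twice that signal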
HDAC3 inhib – HDAC3 deacetylase inhibitors, primary screen, biochemical, fluorescence, cell-free homogeneous. hit rate 0.15% among 320,000. recombinant HDAC3, fluorogenic peptide/trypsin coupled. Histone deacetylase 3 (Homo sapiens), O15379. inhibition, % at 8.3 µM. AID 2718, 2010; in the data active = inhibition above about 26%, passing the limit was not always enough; inconclusive = no clear call, values can overlap the other calls
Target sequence (O15379 whole entry, looked up): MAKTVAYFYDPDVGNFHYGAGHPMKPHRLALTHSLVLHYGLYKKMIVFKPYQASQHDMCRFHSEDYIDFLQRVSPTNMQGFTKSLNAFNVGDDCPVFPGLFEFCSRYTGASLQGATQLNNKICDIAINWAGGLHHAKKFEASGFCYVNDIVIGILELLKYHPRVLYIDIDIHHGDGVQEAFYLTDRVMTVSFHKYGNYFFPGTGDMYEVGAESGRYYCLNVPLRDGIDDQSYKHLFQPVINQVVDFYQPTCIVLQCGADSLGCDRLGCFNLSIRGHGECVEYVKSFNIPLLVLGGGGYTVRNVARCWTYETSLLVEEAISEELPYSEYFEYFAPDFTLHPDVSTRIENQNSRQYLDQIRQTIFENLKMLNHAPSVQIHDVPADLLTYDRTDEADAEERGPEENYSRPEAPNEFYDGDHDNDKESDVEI
AI-2 QS mod – Vibrio harveyi AI-2 quorum sensing modulators, primary screen, JMH597 strain, luminescence/OD600 ratio; Vibrio harveyi JMH597 AI-2 luminescence/OD600 ratio, 9 h; stronger effect = lower value; strain lacks LuxN and CqsS sensors; 0 = neutral-control median; activity change, % at 7.5 µM; hit rate 0.4% among 300,000; AID 2094, 2009; in the data active = activity change below about -75%, passing the limit was not always enough; inconclusive = no clear call, values can overlap the other calls;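 also: luminescence divided by OD600 gain over 9 h not by final OD600 alone; inactives centre near 13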
HSF1 inh – HSF1 inhibitors in luciferase reporter cells, primary screen, cell-based, NIH3T3, luminescence; NIH3T3-HGL HSE-luciferase, MG132-induced, luminescence 8 h; stronger effect = lower value; activity change, negative = inhibition, % at 7.5 µM (by protocol); hit rate 0.77% among 300,000;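 active = more than half of replicate wells show activity change below -50%, luminescence cut by over half; inconclusive = some wells, but at most half, below -50%; inactive = no replicate well below -50%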;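 also: luciferase reports HSF-1 transcriptional activity via heat shock element; 0% = median of DMSO wells and -100% = zero luminescence signal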
aSyn UTR inh – MLPCN primary screen, SNCA 5' untranslated region; alpha-synuclein 5'UTR reporter, inhibitor activity; hit rate 0.82% among 300,000; inhibition, % (tested at 7.5 µM); in the data active = inhibition above about 60%; inconclusive = no clear call, values can overlap the other calls;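 also: H4 neuroglioblastoma cells stably carrying SNCA 5'UTR luciferase fusion; 0% = DMSO wells and 100% = positive control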
An asterisk follows results filed as active; u = inconclusive; x = not tested or not shown.

SMILES	Platelet DG rel	IEC-6 cytotox	KLF5 inhibitor	HSP90 refold inh	HIF act	HSF1 activator	HDAC3 inhib	AI-2 QS mod	HSF1 inh	aSyn UTR inh
Cc1cc(C)cc(N(C(=O)c2csnn2)C(C(=O)NC2CCCCC2)c2ccccn2)c1 (stereo not drawn)	-24	4	-20	-1	-0.3	-9	-6	-3	2	12
O=C1c2cccc([N+](=O)[O-])c2C(=O)N1c1cccnc1	-3	-1	-9	-2	0.0	1	2	-5	-2	-13
CC(C)(C)OC(=O)NC(CCCCNC=O)C(=O)O (stereo not drawn)	0	-3	17	4	-0.1	-31	-8	24	-13	5
CCCc1ccc2oc(C(=O)NCCCN3CCOCC3)c(C)c2c1	-4	0	-34	0	5.4	8	-3	8	14	-96
O=C(CCCCCNc1nc(=S)[nH]c2ccccc12)NCCC1=CCCCC1	1	-2	-12	1	-0.1	39	7	16	8	34
COc1ccc(CNC(=O)CN(C(=O)c2snc(C(N)=O)c2N)c2ccc(F)cc2)cc1	-4	1	-30	-3	0.0	21	3	8	2	8
C=CCOC(=O)C1=C[C@@H](c2cn(C(C)=O)c3ccccc23)C[C@@H](OCc2ccc(CO)cc2)O1	-3	x	x	x	0.0	2	6	8	-2	-12
Cc1cccc(CNC(=O)C(C)n2nc(C)c3c(C)n(-c4ccccc4)nc3c2=O)c1 (stereo not drawn)	3	5	-41	-3	0.3	3	1	19	9	14
Cc1cccc(NC(=S)NC(=O)CC2CC(C)(C)OC2=O)c1 (stereo not drawn)	2	3	-18	4	-0.2	5	5	10	2	-4
CC1(C)CC(=O)C2=C(C1)N(c1cccc(Cl)c1)C(=O)NC2(C(F)(F)F)C(F)(F)F	8	1	11	-2	0.0	-10	-1	-7	-2	8
CCc1c(C)[nH]c2nc3ccccc3n2c1=O	1	2	1	4	0.6	-9	-1	10	0	0
CC(=O)Nc1sc(NC(=O)c2ccco2)nc1-c1cccs1	-2	3	-13	1	0.3	14	5	11	5	0
CC(=O)Oc1cc2oc(=O)cc(C)c2cc1OC(C)=O	-6	5	8	-2	-0.4	-11	-46	22	-2	3
Nc1cc(Cl)c(N)cc1Cl	0	-1	-12	0	0.3	4	3	14	-2	4
Cc1c(C(=O)Nc2cccc([N+](=O)[O-])c2)cnn1-c1ccccc1	-5	-3	-154	-5	4.4	34	-1	-17	14	-137
O=C(COC(=O)C1(c2ccccc2)CC1)NNC(=O)c1ccccc1	-24	x	x	x	0.0	-4	6	21	2	-14
O=C(CN1CCCC1)N1c2ccccc2Sc2ccc(Cl)cc21	2	-3	-37	1	-0.2	-16	1	18	-5	-5
CC1CCCC(C)N1C(=O)c1ccc(S(=O)(=O)NCc2ccco2)cc1 (stereo not drawn)	-45	4	-16	11	-0.1	-5	-6	24	-17	-8
O=C(NC(=S)Nc1ccc(N2CCCCC2)c(Cl)c1)c1cccs1	35	1	-27	10	0.6	-4	14	23	3	-110
O=C(Nc1ccnc(-c2ccncc2)n1)c1ccc(Cl)cc1	7	-1	-12	-3	0.2	10	-5	20	0	7
Cc1ccc(-n2nc(C)c3c(-c4cccs4)c(C#N)c(N)nc32)cc1	1	8	-12	-1	-0.3	8	3	40	-4	9
COc1cccc(/C=N/NC(=O)CNC(=O)COc2cccc(C)c2)c1O	-5	5	22	2	5.3	4	-4	27	-3	23
CC(Oc1cc2oc(=O)c3c(c2cc1Cl)CCC3)C(=O)NCc1ccccn1 (stereo not drawn)	-1	2	-23	-2	0.2	-2	4	-1	1	4
Cc1ccsc1C(=O)Nc1cccc(-n2cnnn2)c1	-3	4	-16	5	-0.4	11	-3	-4	3	-13
COc1ccc(C2CC(=O)C(C=NCCN3CCN(C(C)=O)CC3)=C(O)C2)cc1 (stereo not drawn)	-1	3	12	-4	-0.1	-8	-1	14	-7	17
C=CCNC(=O)c1cc2c(=O)c3ccccc3oc2nc1C	-2	-1	-26	-3	0.8	8	1	2	2	-32
CN(CC(=O)Nc1ccccc1Cl)CC(=O)Nc1sc2c(c1C(N)=O)CCC2	2	x	x	x	-0.2	1	-1	14	5	-25
CCN1CCN(CCCOc2ccc(Cl)cc2Br)CC1	-11	0	-6	2	0.2	3	4	1	1	4
S=c1[nH]c(-c2ccccc2)cn1/N=C/c1ccccc1Br	4	-2	-40	0	3.6	64*	-1	-10	20	-83
COc1ccc(C)cc1NC(=O)CN(C)S(=O)(=O)c1ccc2c(c1)CCCN2C(C)=O	3	1	-24	-5	0.1	5	u	28	6	9
O=C(N/C(=C/c1cn(-c2ccccc2)nc1-c1ccccc1)C(=O)N1CCOCC1)c1ccc(Cl)cc1Cl	6	5	-5	-2	-0.5	5	-2	13	19	9
CC(C)C(OC(=O)CN1C(=O)COc2ccccc21)C(=O)NC1CCCC1 (stereo not drawn)	4	1	-2	5	-0.3	2	2	13	-4	9
Cc1ccc2nsnc2c1S(=O)(=O)NCc1cccnc1	-1	-2	-20	2	-0.7	3	5	17	2	1
N#Cc1ccc(N2CCOCC2)c([N+](=O)[O-])c1	10	-7	-12	-4	-0.3	8	9	15	4	16
COc1ccccc1CN(CC(=O)NCc1ccco1)C(=O)CNS(=O)(=O)c1ccccc1	6	-6	-28	0	-0.7	-7	1	16	3	23
CN(C)S(=O)(=O)N(CC(=O)Nc1ccc(F)c(F)c1)c1ccccc1	2	-4	-58	1	-0.4	7	1	6	2	-4
COc1cc(/C=N/NC(=O)c2ccc(N(C)S(=O)(=O)c3ccccc3)cc2)cc(OC)c1OC	-8	2	-13	-1	-0.1	27	1	29	3	-12
Cc1nc2ccccc2n1S(=O)(=O)c1cc(C(=O)O)ccc1Cl	-1	3	3	3	0.9	-11	6	7	-5	-1
Cc1ccc(C)c(NC(=O)CSc2nnc(CNC(=O)c3ccco3)n2C)c1	7	2	-12	4	0.2	-23	-4	7	-4	-26
Cc1cccc(N=C2NC(=O)CS2)c1C	2	-2	-17	-4	0.1	x	-3	24	x	20
CCOC(=O)c1c(C)nc2c(c1-c1ccc(OC)cc1)C(=O)CC(C)(C)C2	-7	2	14	2	-13	-9	-2	7	7	8
CCn1ncc(CN2CCCC(C(=O)c3cccc(OC(C)C)c3)C2)c1C (stereo not drawn)	5	-4	-5	1	-0.2	-6	0	14	-8	12
Cc1ccc(OCC(O)CN2CCOCC2)c(C)c1 (stereo not drawn)	7	-2	-20	-1	0.6	26	-2	-2	-1	-13
Cc1ccccc1-n1ncc(C(C)NC(=O)c2ccccc2)c1C (stereo not drawn)	-6	0	-5	3	0.1	11	0	20	1	-44
Cc1cccc(CC(Cc2nc3ccccc3[nH]2)c2nc3ccccc3[nH]2)c1 (stereo not drawn)	2	1	8	2	0.2	10	1	16	-4	-13
CC(C)C(=O)NC(c1cccs1)c1cc([N+](=O)[O-])c2cccnc2c1O (stereo not drawn)	-17	-2	-17	6	2.6	44	0	39	10	53
Cc1c(NC(=O)COC(=O)C23CC4CC(CC(O)(C4)C2)C3)c(=O)n(-c2ccccc2)n1C	2	-5	-22	-2	-0.2	-2	-1	15	-2	19
O=C(c1cccc(Br)c1)N1CCN(C(=O)c2cccc(Br)c2)CC1	-1	0	-4	0	-1.5	-4	2	9	-2	7
COc1ccc(S(=O)(=O)NCC2CCC(C(=O)NCCCN3CCCC3=O)CC2)cc1 (stereo not drawn)	0	-4	-12	-1	0.6	6	2	-12	1	-3
NCCNC(=O)Cn1c(=O)c2c3c(sc2n(Cc2ccccc2)c1=O)CCCC3	1	-5	-10	6	-2.4	4	-2	20	0	7
COc1ccc(-c2ccnc(SCC(=O)Nc3ccccn3)n2)cc1	4	-4	-7	-3	-0.3	-12	-5	9	1	41
O=[N+]([O-])c1ccc(N2CCN(CCO)CC2)cc1Sc1nc2ccccc2[nH]1	-2	10	-11	1	-0.9	9	5	12	0	-6
Cc1[nH]nc2c1C(c1ccccn1)N(c1ccc(Br)cc1)C2=O (stereo not drawn)	-3	-1	-3	0	-0.1	-6	1	18	0	0
Nc1ccc[n+](CC(=O)c2ccccc2)c1	-2	0	-25	1	1.4	26	13	38	9	4
O=C(N/N=C\c1ccncc1)c1ccccc1O	-11	1	-11	2	0.3	19	11	21	-8	-10
CN(C)S(=O)(=O)c1ccc(C(=O)OCC(=O)c2ccc3c(c2)NC(=O)CO3)cc1	-11	7	0	-1	-0.5	-30	-4	-95*	-16	-5
C=CCc1c(C)nc(-c2ccccc2)nc1Nc1ccccc1O	6	4	-17	-6	0.3	x	-6	7	x	-22
CCOC(=O)C1=C(C)NC(=S)NC1c1ccc(C)s1 (stereo not drawn)	6	-5	3	0	-0.1	15	2	-40	8	-6
Cc1nc(NS(=O)(=O)c2ccccc2)sc1C(=O)NN	-6	3	16	-1	0.0	9	-3	15	-5	-15
CCOC(=O)c1oc2ccccc2c1NC(=O)c1cccs1	5	-5	0	0	-0.5	-20	6	8	-6	27
The results go on:
SMILES	Platelet DG rel	IEC-6 cytotox	KLF5 inhibitor	HSP90 refold inh	HIF act	HSF1 activator	HDAC3 inhib	AI-2 QS mod	HSF1 inh	aSyn UTR inh
COc1cc2c(cc1OC)C(COc1ccc(F)cc1)N(C(C)=O)CC2 (stereo not drawn)	-1	-4	-40	-6	-2.4	7	-10	16	4	22
CC(C)(C)c1ccc(C(=O)Nc2ccc([N+](=O)[O-])cn2)cc1	0	4	-36	-4	6.7	54*	-2	3	38	-72
CCCn1c(=N)c(S(=O)(=O)c2ccccc2)cc2c(=O)n3cccc(C)c3nc21	0	-1	-6	0	-1.0	-15	0	x	-3	-31
CC(C)CNC(=O)c1cccc(NC(=O)CSc2ccc(Cl)cc2)c1	14	-3	-25	-1	0.0	14	7	15	8	34
O=C(N/N=C/c1c[nH]c2ccccc12)c1cc(Br)ccc1O	-5	1	-46	-5	0.1	-8	7	80	3	-11
COc1ccc(S(=O)Cc2ccc(C(=O)NCc3cccc(OC)c3)o2)cc1 (stereo not drawn)	8	13	-20	2	0.3	11	5	-2	3	0
Cn1ccnc1SCc1cn2ccccc2n1	-22	-4	-114	2	1.3	31	-11	5	23	-105
C/C=C(/C)C(=O)Nc1cccc(C2=NOC3(C2)C[C@@H](C(N)=O)N(C(=O)c2ccc(OC)cc2)C3)c1 (stereo partly drawn)	-5	x	x	x	-3.7	-10	-2	-1	1	1
COc1ccccc1OCC(=O)O/N=C(\N)c1ccccn1	0	-4	-138	2	2.7	46	-1	1	17	-121
